# Hsp70 displacement: Hsp70 inhibitors, probe displacement, primary screen, biochemical, fluorescence polarization (AID 583) | one-dose displacement, % at 20 µM; IC50 in µM for titrated hits | actives 0.06% (n = 140,000) | Hsp70 fluorescence polarization probe displacement, mP; higher % means a stronger effect; in the data active means displacement above about 50%;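 further: plate controls were vehicle for no effect and reference ligand for full effect; a part of the inactive calls stands beside numbers as strong as those of hits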
# MKP-3 inhibition: MKP-3 phosphatase inhibitors, primary screen, biochemical, rat enzyme, in vitro (AID 425). inhibition, % at 20 µM, or IC50 in µM where a hit was titrated. actives 0.17% (n = 110,000). recombinant MKP-3 phosphatase activity, fluorescence; higher % means a stronger effect; in the data active means inhibition above about 50%;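 further: plate controls were vehicle for no effect and reference inhibitor for full effect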
# The depositor's hits bear a star; · = no result given; & = joins results of further samples. Some of the compounds tested. The share of hits here may be higher or lower than overall.
SMILES,Hsp70 displacement,MKP-3 inhibition
COc1ccc(CNc2ncn[nH]2)cc1,-3.3%,-14%
CCC(C)c1ccc(NC(=O)Cc2ccc(Cl)cc2)cc1 (centres undefined),1.7%,0%
CCOc1ccccc1C=Nc1ccccc1-c1ccccc1N=Cc1ccccc1OCC,-1.7%,1%
Cc1ccc(-c2nnn(CC(=O)N3CCN(c4nc5ccccc5s4)CC3)n2)cc1,-1.7%,-3%
CCN(CC)c1ccc(N2C(=O)/C(=C/c3ccc([N+](=O)[O-])cc3)SC2=S)cc1,5.5%,0%
c1ccc(-c2ccccc2-n2cnnn2)cc1,-3.1%,-11%
Cc1ccc2nc(N/N=C/c3ccc4ncccc4c3)nc(-c3ccccc3)c2c1,1.0%,2%
C(=N\c1nccs1)/c1c[nH]c2ccccc12,·,-12%
CCCC(=O)Nc1cccc(NC(=O)COc2ccc(Br)cc2)c1,-6.6%,4%
c1csc(Cc2nc3ccccc3[nH]2)c1,-3.0%,-2%
NC(=O)c1ccc(NC(=O)c2ccc(CN3CCOCC3)cc2)cc1,5.0%,·
Cn1c(=O)c(NCCc2ccccc2)c2c3c(cccc31)C(=O)c1ccccc1-2,146%,·
COc1ccc(-n2c(C)c(C(C)=O)c3cc(O)ccc32)cc1,0.0%,9%
N#C/C(=C/c1ccc2c(c1)OCO2)C(=O)Nc1cccc(Br)c1,-0.4%,4%
CCOC(=O)CCc1c(C)nc2cc(-c3cccc(Cl)c3)[nH]n2c1=O,-2.7%,3%
Cc1ccsc1CN1CCN(c2ccccn2)CC1,-3.2%,-11%
O=Cc1cccc(OCc2ccccc2F)c1,0.6%,-1%
O=C(Oc1nsnc1N1CCOCC1)N1CCOCC1,1.2%,5%
Cc1cc(C)c2nc(SCC#N)cc(C)c2c1,9.7%,-6%
CC(=O)N1CCN(c2ccc([N+](=O)[O-])cc2Cl)CC1C (centres undefined),2.0%,0%
Cc1cc(C)nc(N2CCC(C(=O)NCCc3ccccc3)CC2)n1,-3.4%,0%
Cc1ccc(C)c2[nH]c(=O)c(CCNC(=O)CC(C)(C)C)cc12,2.3%,-6%
O=C(c1ccccc1)N1CCN(C2CCCCC2)CC1,1.3%,·
Cc1noc(C)c1COC(=O)CCCc1c[nH]c2ccccc12,-0.1%,-9%
CCOC(=O)C1=C(C)NC2=C(C(=O)CCC2)C1c1ccc(I)cc1 (centres undefined),3.0%,1%

# Pulled one by one from the entries so far, two records:
SMILES,Hsp70 displacement,MKP-3 inhibition
Cc1noc(C)c1COC(=O)CCCc1c[nH]c2ccccc12,-0.1%,-9%
CCC(C)c1ccc(NC(=O)Cc2ccc(Cl)cc2)cc1 (centres undefined),1.7%,0%

# Going on with the list:
SMILES,Hsp70 displacement,MKP-3 inhibition
O=C(Nc1ccc(Cl)cc1)[C@@H]1[C@@H]2C(=O)N(c3ccc(Cl)cc3Cl)C(=O)[C@@H]2[C@H]2C=CC=NN21,6.1%,·
COc1cc2c(C#N)c(N3CCCCC3)nc(N)c2c(N)n1,6.7%,8%
C#CCSc1nc2ccccc2n1C(=O)c1ccc(S(=O)(=O)N2CCCCC2)cc1,1.0%,1%
CCN(CC)S(=O)(=O)c1ccc(NC(=O)c2cccs2)cc1,-9.2%,-1%
COc1ccccc1N1CCN(C(=O)c2ccccc2Oc2ccccc2)CC1,-5.2%&-3.7%,-8%&6%
O=C(Nc1ccc(F)cc1)N1CCOCC1,0.8%,-14%
Cc1occc1-c1nnc(SCC(=O)N2CCCc3ccccc32)n1Cc1ccco1,1.4%,0%
Cn1cc(S(=O)(=O)N2CCN(C(=O)c3ccco3)CC2)c(=O)n(C)c1=O,-0.8%,2%
CS(=O)(=O)Nc1ccc(Br)cc1C(=O)c1ccccc1,-2.2%,·
CC(=O)Nc1ccc(S(=O)(=O)NCc2ccc(C)cc2)cc1,1.3%,·
CCNc1c(N)c(=O)oc2ccccc12,-2.0%,-1%
CCCCOc1ccc(/C=C2/C=C(c3ccccc3)OC2=O)cc1,-1.7%,5%
O=C(O)CCCC(=O)Nc1ccc(CC(=O)O)cc1,0.2%,-2%
N#CC1=C(N)C(C#N)(C#N)C(c2ccc[nH]2)C2CCCC=C12 (centres undefined),-29%,14%
CC(C)(C)Nc1c(N)c(=O)oc2ccccc12,0.5%,-10%
O=C(N1CCOCC1)N1CCC(c2nc(-c3ccc(S(=O)(=O)N4CCOCC4)cc3)no2)CC1,4.7%,·
COc1ccc(CC(=O)NCC2(c3ccc(OC)c(OC)c3)CCOCC2)cc1,3.8%,·
O=S(=O)(NCCN1CCOCC1)c1cc(Cl)ccc1Cl,0.4%,-5%
O=c1[nH]c2ccc(S(=O)(=O)N3CCN(c4ccccc4F)CC3)cc2s1,3.4%,4%
Cc1c(Cl)cccc1NC(=O)CCN1CCCC(C)C1 (centres undefined),3.6%,-1%
CCOc1ccc(N2Cc3ncccc3C2=O)cc1,-1.0%,10%
CCOc1cccc(N2C(=O)CC(NCc3ccc(S(N)(=O)=O)cc3)C2=O)c1 (centres undefined),2.2%,-7%
Cc1ccnc(NS(=O)(=O)c2ccc3ccccc3c2)c1,2.4%,-4%
Cn1cccc1C(=O)NC(=O)COC(=O)Cc1coc2ccc3ccccc3c12,-10%,-3%
NC(=O)c1ccccc1N/C=C/C(=O)c1ccco1,2.6%,-1%
# (more compounds)
SMILES,Hsp70 displacement,MKP-3 inhibition
Cc1ccc(N(O)C(=O)OCCNC(=O)Nc2ccccc2)cc1,3.5%,-1%
O=C(c1ccccc1)c1ccncc1,1.4%,-4%
CCn1c(SCC(=O)Nc2nc(C)cs2)nnc1-c1ccco1,2.5%,-4%
COc1ccc(OC)c(NC(=O)CSc2ncnc3c2cnn3-c2ccccc2Cl)c1,-1.5%,·
N#C/C(=C\c1ccc(-c2ccc(C(=O)O)cc2)o1)C(=O)NCc1ccco1,-4.4%,2%
c1ccc(C2N(c3ccccc3)CCN2c2ccccc2)cc1,5.0%,0%
Cc1c(C)[n+](=O)c(-c2ccco2)c(C)n1[O-],-2.0%,-7%
O=S(=O)(c1cccc2c(S(=O)(=O)N3CCCC3)cccc12)N1CCCC1,-1.0%,1%
COc1ccccc1NC(=O)Cn1c(=O)n2nc(C)nc2c2ccccc21,6.7%,-3%
CC(=O)c1c(C(C)=O)c(C)n(C2CCCCC2)c1C,2.9%,·
C=CCNc1nc(C)nc(OC)n1,-1.9%,-4%
CCc1ccccc1N(CC(=O)Nc1ccc(Br)cc1)S(C)(=O)=O,-0.6%,3%
Nc1ccc(S(=O)(=O)O)c2cccc(S(=O)(=O)O)c12,6.4%,-2%
CC(C)(C)NC(=O)CCN1C(=O)c2ccccc2C1=O,-0.6%,0%
CC(NC(=O)Nc1ncccn1)(C(F)(F)F)C(F)(F)F,-3.5%,-5%
Cc1ccc(C(=O)N/N=C\c2cccn2C)cn1,-5.2%,·
COc1ccc(-c2cc(C(F)(F)F)n3nc(C(=O)O)c(Cl)c3n2)cc1,5.5%,2%
Cc1ccc(C2/C(=C(\O)c3ccc4c(c3)OCCO4)C(=O)C(=O)N2CCCN(C)C)o1 (centres undefined),4.2%,-6%
Cc1cc(Cl)ccc1OCCCC(=O)N1CCN(c2cccc(C)c2C)CC1,3.0%,0%
C=CCn1c2ccccc2c2nnc(SCC(=O)NC(C(=O)OC)C(C)C)nc21 (centres undefined),11%,1%
Cc1ccc(CNC(=O)c2ccc(Cn3nc(C)c(Cl)c3C)o2)cc1,3.6%,-1%
COc1ccccc1CNCc1cc(OC)c(OC)cc1OC,8.5%,5%
CCNC(=O)N1C(=O)C2(OCCO2)c2ccccc21,0.3%,-7%
CCOc1ccc(C2N(c3cc(C)on3)C(=O)C3CCCN32)cc1OC (centres undefined),0.3%,-10%
CC(NC(=O)c1ccc(C(C)(C)C)cc1)C(=O)O (centres undefined),2.7%,·
# Additional compounds follow:
SMILES,Hsp70 displacement,MKP-3 inhibition
CCN(CC)CCNS(=O)(=O)c1ccc(Cl)cc1,3.4%,-4%
CC(=O)Nc1ccc(S(=O)(=O)N2CCN(C(=O)N3CCOCC3)CC2)cc1,5.0%,-7%
CCC(CC)=N/N=C1/NC(=O)C(CC(=O)Nc2ccc(C(=O)O)cc2)S1 (centres undefined),-2.5%,3%
CCOC(=O)c1sc(NC(=O)C2CC=CCC2C(=O)O)c(C(N)=O)c1C (centres undefined),-5.0%,1%
O=C(c1ccc([N+](=O)[O-])cc1)N1CCN(c2nc(-c3ccccc3)c3cc(Cl)ccc3n2)CC1,1.9%,-1%
COc1ccc(NC(=O)c2ccco2)cc1NC(=O)c1cccs1,4.0%,-7%
CCn1c(Cc2ccc(OC)cc2)nnc1SCC(=O)NC1CCCCC1,-1.0%,5%
CC(C)(CO)N=C1NS(=O)(=O)c2cc([N+](=O)[O-])ccc21,4.4%,4%
Cc1ccccc1NC(=O)CCN1C(=O)S/C(=C\c2ccccc2)C1=O,-2.3%,2%
CCOC(=O)C(C(=O)OCC)C(C(=O)OCC)(C(=O)OCC)C(C(=O)OCC)C(=O)OCC,3.6%,1%
CS(=O)(=O)NCCCNc1ccc(C(F)(F)F)cc1[N+](=O)[O-],-1.5%,1%
CCOC(=O)C1CCN(CC(=O)Nc2c(C(=O)OC)[nH]c3cccc(C)c23)CC1,1.1%,2%
N#Cc1c(NC(=O)Cn2cnc3ccccc3c2=O)oc(-c2ccccc2)c1-c1ccccc1,-3.8%,-20%
CC(=O)c1c(N(C)C)ccnc1C(F)(F)F,-2.0%,-6%
CCOc1ccc(/C(O)=C2/C(=O)C(=O)N(CCOCCO)C2c2ccc(F)cc2)cc1 (centres undefined),8.3%,-4%
Cc1ccc(S(=O)(=O)Nc2ccc(N3CCCCC3)cc2)cc1[N+](=O)[O-],-1.3%,2%
O=C(Nc1ccc(Oc2ccccc2)cc1)c1cc2ccccc2oc1=O,5.7%,3%
CCCCC(c1nnnn1Cc1ccco1)N1CCN(c2nc3ccccc3s2)CC1 (centres undefined),0.1%,-11%
O=C(Nc1ccc(Cl)cc1)N1CCN(c2ccccc2)CC1,3.1%,·
O=C(/C=C/c1cc2c(cc1Br)OCCO2)c1c(-c2ccccc2)c2cc(Cl)ccc2[nH]c1=O,-0.1%,5%
CCC(Sc1nc(N)c(NC(=O)c2ccc(OC)c(OC)c2)c(=O)[nH]1)C(=O)OC (centres undefined),·,-1%
COc1ccc(OC)c(NC(=S)NC(NC(=O)Cc2ccccc2)C(Cl)(Cl)Cl)c1 (centres undefined),-6.4%,3%
C/C(Cc1ccccc1)=N/NC(=O)c1cc(-c2ccccc2)nc2ccccc12,-0.1%,2%
COc1ccc(CN(C)CCc2ccccn2)cc1OC,1.3%,8%
O=C(Nc1ccccc1)C(C(=O)Nc1ccccc1)C12CC3CC(CC(C3)C1)C2,2.1%,8%

# Some of these compounds in order of molar mass, lowest first.
SMILES,Hsp70 displacement,MKP-3 inhibition
CCN(CC)CCNS(=O)(=O)c1ccc(Cl)cc1,3.4%,-4%
O=C(c1ccc([N+](=O)[O-])cc1)N1CCN(c2nc(-c3ccccc3)c3cc(Cl)ccc3n2)CC1,1.9%,-1%
COc1ccc(OC)c(NC(=S)NC(NC(=O)Cc2ccccc2)C(Cl)(Cl)Cl)c1 (centres undefined),-6.4%,3%

# More results
SMILES,Hsp70 displacement,MKP-3 inhibition
CC(C)(C)c1ccc2c(c1)N(CC(=O)O)C(=O)CO2,2.7%,-10%
COc1cc(/C=C2/SC(=S)N(CC(=O)Nc3ccccn3)C2=O)cc(OC)c1OC,2.5%,-3%
Cc1ccc2c(c1)N(CCC(=O)NC1CC1)C(=O)C(C)O2 (centres undefined),-1.3%,6%
Cc1cccc(NC(=O)c2ccc([N+](=O)[O-])cc2)c1,2.2%,-3%
CCc1nc(N)c(C#N)c(-c2cccnc2)c1C,1.1%,-8%
CCCC(=O)Nc1ccc(NC(=O)c2cc(Br)ccc2Cl)cc1,-4.6%,2%
Cc1cc(C(=O)CSc2nnc(-c3ccc(Cl)cc3)n2CC2CCCO2)c(C)n1C (centres undefined),-0.2%,0%
COc1ccccc1C1NC(c2ccccc2OC)C2C(=O)C1C(c1ccccc1OC)NC2c1ccccc1OC (centres undefined),2.1%,-1%
CCOc1ncnc2c1oc1nc(CC(C)C)c3c(c12)CC(C)(C)OC3,1.9%,·
Cc1cc(C)cc(NC(=O)C(=O)NCC(C)O)c1 (centres undefined),-0.7%,0%
COc1ccc(C(=O)NCCNC(C)=O)cc1S(=O)(=O)NCc1ccc(Cl)cc1,-4.0%,-14%
CCC(=O)Nc1ccc(NC(=O)c2cccc(OC)c2)nc1,-1.1%,2%

# Of the compounds above, 13 have a furan ring, fused or not.
SMILES,Hsp70 displacement,MKP-3 inhibition
Cc1occc1-c1nnc(SCC(=O)N2CCCc3ccccc32)n1Cc1ccco1,1.4%,0%
Cn1cc(S(=O)(=O)N2CCN(C(=O)c3ccco3)CC2)c(=O)n(C)c1=O,-0.8%,2%
Cn1cccc1C(=O)NC(=O)COC(=O)Cc1coc2ccc3ccccc3c12,-10%,-3%
NC(=O)c1ccccc1N/C=C/C(=O)c1ccco1,2.6%,-1%
CCn1c(SCC(=O)Nc2nc(C)cs2)nnc1-c1ccco1,2.5%,-4%
N#C/C(=C\c1ccc(-c2ccc(C(=O)O)cc2)o1)C(=O)NCc1ccco1,-4.4%,2%
Cc1c(C)[n+](=O)c(-c2ccco2)c(C)n1[O-],-2.0%,-7%
Cc1ccc(C2/C(=C(\O)c3ccc4c(c3)OCCO4)C(=O)C(=O)N2CCCN(C)C)o1 (centres undefined),4.2%,-6%
Cc1ccc(CNC(=O)c2ccc(Cn3nc(C)c(Cl)c3C)o2)cc1,3.6%,-1%
COc1ccc(NC(=O)c2ccco2)cc1NC(=O)c1cccs1,4.0%,-7%
N#Cc1c(NC(=O)Cn2cnc3ccccc3c2=O)oc(-c2ccccc2)c1-c1ccccc1,-3.8%,-20%
CCCCC(c1nnnn1Cc1ccco1)N1CCN(c2nc3ccccc3s2)CC1 (centres undefined),0.1%,-11%
CCOc1ncnc2c1oc1nc(CC(C)C)c3c(c12)CC(C)(C)OC3,1.9%,·
